DNMT1 inh = blocks human DNA methyltransferase DNMT1 | DNMT1 molecular beacon, Hinp1I cleavage, fluorescence | inhibition (reported as % activation of signal), % at 10 µM | 360,000 tested, 0.83% active; in the data active = inhibition above about 50%
Scp-1 inhibitor = Scp-1 (human) phosphatase inhibition; 340,000 tested, 0.88% active; Q9GZU7; inhibition, % at 20 µM; Recombinant Scp1, phosphopeptide, malachite green phosphate absorbance;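 active = inhibition above about 50% at 20 µM, limit read from the data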;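 also: plate controls were DMSO wells with enzyme for no effect and wells lacking enzyme for full effect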
Target sequence (Q9GZU7 76-261 limits assumed): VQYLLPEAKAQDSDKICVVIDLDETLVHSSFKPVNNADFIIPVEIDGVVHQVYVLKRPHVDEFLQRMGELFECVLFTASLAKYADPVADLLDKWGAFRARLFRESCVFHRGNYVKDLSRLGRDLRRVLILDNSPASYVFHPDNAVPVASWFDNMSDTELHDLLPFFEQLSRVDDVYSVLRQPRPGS
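Times: enzyme reaction 45 min at room temperature, colour 5 min, stabilisation 30 min. Material: SCP-1 catalytic fragment, aa 76-261. Medium: Acidic Tris acetate buffer with magnesium and detergent. Signal: colorimetric free-phosphate detection, absorbance 630 nm. Read-out basis: % inhibition of SCP-1 phosphate liberation. Reagent: Phosphorylated 17-residue peptide substrate.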
STEP block = blocks human striatal-enriched tyrosine phosphatase; 360,000 tested, 0.25% active; inhibition, % at 20 µM; P54829; recombinant STEP, OMFP fluorogenic substrate, fluorescence; AID 588621;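 active = inhibition at 20 µM, scaled per plate between control wells, above about 37%, limit read from the data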;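 also: 0% = DMSO with enzyme and substrate and 100% = substrate only without enzyme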
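Also added – OMFP at 25 µM · Test system – STEP tyrosine phosphatase · Technique – FITC-channel fluorescence of OMFP product · Schedule – 20 min at room temperature, dark · Evaluation – control-normalized % inhibition with plate pattern correction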
NadD block = blocks S. aureus nicotinate mononucleotide adenylyltransferase | purified NadD enzyme, colorimetric absorbance read-out | inhibition, % at 20 µM | 360,000 tested, 0.78% active | AID 602399; in the data active = inhibition above about 26%; also: some compounds past the cut are filed as inactive
LMPTP inh = LMPTP (human) inhibition | P24666 | recombinant LMPTP-A, OMFP fluorogenic substrate, fluorescence intensity | inhibition, % at 20 µM | 360,000 tested, 0.22% active | AID 651560;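 active = compounds that cut the enzyme signal by at least half of the control window in the single-dose screen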;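 also: plate controls were DMSO wells with enzyme plus substrate for no effect and substrate without enzyme for full effect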
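Assay system: LMPTP-A enzyme. Input: 0.625 nM LMPTP-A final. Probe or stimulus: 400 µM OMFP. Compound dosing: single 20 µM dose. Schedule: 50 min dark incubation at room temperature. Detection: fluorescence intensity of OMFP turnover product. Read-out: percent inhibition versus substrate-only and uninhibited controls. Benchmarks: no-enzyme low control, uninhibited high control.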
Rin1-Abl PPI inh = inhibitors of human Rin1-Abl protein interaction; 360,000 tested, 0.4% active; P00519+Q13671; TR-FRET Rin1/Abl binding, biochemical; inhibition, % at 7.35 µM; AID 588664; in the data active = inhibition above about 5%, passing the limit was not always enough
Rpn11 inh = blocks the human proteasome subunit Rpn11. 360,000 tested, 0.59% active. calls only at 20 µM. AID 588493. human 26S proteasome, Ub4-pepOG fluorescence polarization; 20S core pre-blocked with epoxomicin. O00487;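 active = inhibition at 20 µM, scaled to each plate's controls, above about 33%, limit read from the data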
Target sequence (O00487 whole entry, looked up): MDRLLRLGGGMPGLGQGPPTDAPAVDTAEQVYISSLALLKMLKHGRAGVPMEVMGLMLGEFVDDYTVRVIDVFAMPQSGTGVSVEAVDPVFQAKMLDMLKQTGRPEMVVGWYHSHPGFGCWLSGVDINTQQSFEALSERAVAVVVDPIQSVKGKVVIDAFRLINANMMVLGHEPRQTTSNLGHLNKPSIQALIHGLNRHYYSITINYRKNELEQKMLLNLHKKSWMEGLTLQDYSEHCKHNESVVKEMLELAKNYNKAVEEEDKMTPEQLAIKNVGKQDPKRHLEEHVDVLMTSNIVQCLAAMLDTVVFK
Neddyl block = cullin neddylation inhibition; P61081+Q13564; calls only at 25 µM; TR-FRET cullin neddylation, biochemical; 360,000 tested, 0.58% active; in the data active = inhibition above about 36%
CSN inh = blocks human CSN-mediated cullin deneddylation; Q92905; Purified CSN, SCF-Nedd8-OG deneddylation, fluorescence polarization; inhibition, % at 12.5 µM; 360,000 tested, 0.38% active; AID 651999;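 active = pattern-corrected inhibition above about 35%, with an unprinted fluorescence ratio check between 0.5 and 1.5, limit read from the data, passing the limit was not always enough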;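 also: 0% = enzyme with substrate and 100% = substrate without enzyme; some results filed as inactive read as strong as hits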
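assay system = purified human Csn5 enzyme expressed in HEK293T cells | amount = 0.24 nM enzyme | buffer or medium = Tris/NaCl/DTT buffer, pH 7.5 | reagent = 10 nM SCFSkp2-Nedd8OG | compound = one concentration, 12.5 µM, 0.25% DMSO | times = 90 min reaction at room temperature | signal = FP | read-out basis = % inhibition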
SUMO1-SIM PPI = modulators of human SUMO1-mediated protein-protein interactions; P63165; SUMO1 binding to a labelled peptide, TR-FRET, 1 h; inhibition, % at 20 µM; 360,000 tested, 0.33% active; AID 602429; in the data active = inhibition above about 37%
Target sequence (P63165 whole entry, looked up): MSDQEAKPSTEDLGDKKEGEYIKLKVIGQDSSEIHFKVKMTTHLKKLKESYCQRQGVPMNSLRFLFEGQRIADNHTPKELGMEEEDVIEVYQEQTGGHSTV
* marks the source's active call; other numbers are inactive results; i = inactive; nt = not tested or not shown. Compounds were not picked by outcome; 3.8% or so of the library scored in one or more.

Results follow in this order: DNMT1 inh	Scp-1 inhibitor	STEP block	NadD block	LMPTP inh	Rin1-Abl PPI inh	Rpn11 inh	Neddyl block	CSN inh	SUMO1-SIM PPI
COCCOC(=O)C(CC(=O)O)NCc1ccco1 (stereo not drawn)
    0	-9	-3	-8	-2.0	0	i	i	-1	-6
CC1(Oc2ccc(CC#N)cc2)CCN(Cc2ccc(-n3ccnc3)cc2)C1 (stereo not drawn)
    2	nt	-1	3	6.9	-8	i	i	-3	-1
CCc1cc2c(=O)n(CCC(C)C)c(=S)[nH]c2s1
    0	-5	1	3	-2.2	-3	i	i	-6	4
COc1ccc(OC)c(CN2CCCC(C(=O)c3ccccc3SC)C2)c1 (stereo not drawn)
    1	-9	-1	-5	-0.6	-1	i	i	-2	4
COc1ccc(CCNC(=O)CSc2nnc3ccc(-c4ccccn4)nn23)cc1
    -1	-9	-1	1	-0.4	-1	i	i	0	-23
CCOC(=O)[C@]12CCC=C1N(CCC1=CCCCC1)C(=O)[C@H](CC(=O)NCc1ccccc1)C2
    nt	nt	nt	2	-0.1	nt	nt	i	6	2
O=C(O)c1cc(S(=O)(=O)N(Cc2ccccc2)c2cccc(C(F)(F)F)c2)ccc1Cl
    -1	-1	-2	2	-0.1	2	i	i	1	6
COc1cccc(-n2c(C)cc(/C=C3\C(=N)N4N=C(CC(=O)N5CCOCC5)SC4=NC3=O)c2C)c1
    2	-3	3	22	-0.7	-4	i	i	2	-13
CCc1nnc(NC(=O)c2ccc(COc3cccc(C)c3)o2)s1
    4	-2	-1	2	-0.4	2	i	i	0	-4
COc1cc2sc(-c3ccc(S(C)(=O)=O)cc3)c(C(=O)NCCCCO)c2cc1OC
    3	-4	-1	-2	-0.5	-2	i	nt	-3	-14
O=C1N2CCCCC1(c1ccccc1)CCCC2
    nt	nt	nt	3	-2.8	nt	nt	i	-1	-1
COc1ccc(C(N)=O)cc1NC(=O)c1cccc(F)c1
    0	-3	4	-3	-1.3	-1	i	i	-2	2
N#CCC(=O)N/N=C/c1ccc(OCC(=O)Nc2ccc(F)cc2)cc1
    -21	11	2	0	1.0	0	i	i	3	-7
O=C1CNC(=S)N1Cc1cccc(Cl)c1
    1	-4	1	-1	-0.7	0	i	i	2	0
O=C(NC1CCCC1)c1cccc(NC(=O)c2ccco2)c1
    2	2	-2	1	-0.7	1	i	i	2	-3
COc1cccc(C(=O)Nc2ccc3c(c2)C(=O)NC3=O)c1
    -6	-3	0	-1	-15	-2	i	i	4	-20
CC(C)CNC(=O)c1cccc(NC(=O)c2ccco2)c1
    1	-7	-1	0	-1.7	1	i	i	5	1
O=C(COC(=O)/C=C/c1ccc(Cl)cc1)NC1CCCC1
    11	-8	-2	3	-1.1	0	i	i	-2	0
COc1cccc(CNC(=O)CC2C(=O)NCCN2Cc2ccoc2)c1OC (stereo not drawn)
    4	-1	0	-1	2.0	1	i	i	5	-5
CC(OC(=O)c1cccs1)C(=O)Nc1nc(-c2ccccc2)cs1 (stereo not drawn)
    -4	-7	4	-2	1.6	-5	i	i	0	2
O=C(Cc1ccccc1)Nc1ccc(F)cc1
    -3	-6	-2	-3	-0.9	0	i	i	-10	2
COC(=O)c1c(C)oc2ccc(NS(=O)(=O)c3cccs3)cc12
    -6	-9	-4	3	2.1	-3	i	i	2	4
CSc1cccc(NS(=O)(=O)c2cccc3nsnc23)c1
    2	-16	-1	-6	-1.4	-4	i	i	3	-18
O=C(Cc1cccs1)N/N=C/c1ccccn1
    3	-7	-5	0	-1.5	-1	i	i	-4	3

Shown as comma-separated lines: part of the list above
compound,DNMT1 inh,Scp-1 inhibitor,STEP block,NadD block,LMPTP inh,Rin1-Abl PPI inh,Rpn11 inh,Neddyl block,CSN inh,SUMO1-SIM PPI
O=C(NC1CCCC1)c1cccc(NC(=O)c2ccco2)c1,2,2,-2,1,-0.7,1,i,i,2,-3
COc1cccc(C(=O)Nc2ccc3c(c2)C(=O)NC3=O)c1,-6,-3,0,-1,-15,-2,i,i,4,-20
CC(C)CNC(=O)c1cccc(NC(=O)c2ccco2)c1,1,-7,-1,0,-1.7,1,i,i,5,1
O=C(COC(=O)/C=C/c1ccc(Cl)cc1)NC1CCCC1,11,-8,-2,3,-1.1,0,i,i,-2,0
COc1cccc(CNC(=O)CC2C(=O)NCCN2Cc2ccoc2)c1OC (stereo not drawn),4,-1,0,-1,2.0,1,i,i,5,-5
CC(OC(=O)c1cccs1)C(=O)Nc1nc(-c2ccccc2)cs1 (stereo not drawn),-4,-7,4,-2,1.6,-5,i,i,0,2
O=C(Cc1ccccc1)Nc1ccc(F)cc1,-3,-6,-2,-3,-0.9,0,i,i,-10,2
COC(=O)c1c(C)oc2ccc(NS(=O)(=O)c3cccs3)cc12,-6,-9,-4,3,2.1,-3,i,i,2,4
CSc1cccc(NS(=O)(=O)c2cccc3nsnc23)c1,2,-16,-1,-6,-1.4,-4,i,i,3,-18
O=C(Cc1cccs1)N/N=C/c1ccccn1,3,-7,-5,0,-1.5,-1,i,i,-4,3
